# Scp1 inh: Scp-1 phosphatase inhibitors, primary screen, biochemical, colorimetric, uHTS; AID 493091, 2011; inhibition, % at 20 µM; Recombinant Scp1, phosphopeptide, malachite green phosphate absorbance; Carboxy-terminal domain RNA polymerase II polypeptide A small phosphatase 1 (Homo …; hit rate 0.88% among 340,000;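 active = inhibition above about 50% at 20 µM, limit read from the data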;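 note: plate controls were DMSO wells with enzyme for no effect and wells lacking enzyme for full effect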
# Target sequence (Q9GZU7 76-261 limits assumed): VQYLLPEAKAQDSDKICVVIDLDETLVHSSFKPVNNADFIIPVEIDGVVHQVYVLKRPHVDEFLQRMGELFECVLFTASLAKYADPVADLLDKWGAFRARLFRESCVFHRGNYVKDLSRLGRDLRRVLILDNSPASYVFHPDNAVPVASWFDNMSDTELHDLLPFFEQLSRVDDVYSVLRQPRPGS
#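 System: SCP-1 catalytic domain; Reagent: Phospho 17-mer peptide substrate; Doses: one concentration, 20 µM, with 1.0% DMSO; Incubation: 45 min room-temperature reaction, 5 min colour, 30 min stabiliser; Signal: Phosphate-binding colour reagent, absorbance read at 630 nm.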
# DNMT1 block: human DNMT1 methyltransferase inhibitors, primary screen, biochemical, molecular beacon, fluorescence, HinP1I cleavage, uHTS; inhibition (reported as % activation of signal), % at 10 µM; DNA (cytosine-5)-methyltransferase 1 (Homo sapiens), P26358; AID 588458, 2011; hit rate 0.83% among 360,000; in the data active = inhibition above about 50%
# TbMetRS inhib: T. brucei MetRS inhibitors, primary screen, biochemical, luminescence; methionyl-tRNA synthetase (Trypanosoma brucei brucei); purified T. brucei MetRS, ATP depletion, Kinase-Glo luminescence; hit rate 0.4% among 360,000; inhibition, % at 11.9 µM;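 active = inhibition above a per-plate cutoff of the control wells' mean inhibition plus 3 SD, cut at about 5.5% in these data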;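 note: 0% = DMSO wells median and 100% = median of wells with control inhibitor compound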
#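 Assay system: T. brucei methionyl-tRNA synthetase, purified | Medium: HEPES buffer with MgCl2, KCl, DTT, spermine, BSA, pyrophosphatase | Compound: 11.9 µM single point | Incubation: 15 min enzyme-compound preincubation, 2 h reaction, 10 min detection, 25 °C | Measured by: Kinase-Glo luciferase luminescence reporting remaining unconsumed ATP | Measure: % inhibition normalized to control-well medians | Replication: Singlicate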
# NadD inh: inhibitors of S. aureus NadD, primary screen, biochemical, colorimetric, uHTS; Nicotinate-nucleotide adenylyltransferase NadD (Staphylococcus aureus N315); purified NadD enzyme, colorimetric absorbance read-out; inhibition, % at 20 µM; hit rate 0.78% among 360,000; AID 602399, 2012; in the data active = inhibition above about 26%; note: some compounds past the cut are filed as inactive
# Rpn11 inh: Rpn11 (PSMD14) deubiquitinase inhibitors, primary screen, biochemical, fluorescence polarization, uHTS | 26S proteasome non-ATPase regulatory subunit 14 (Homo sapiens), O00487 | human 26S proteasome, Ub4-pepOG fluorescence polarization; 20S core pre-blocked with epoxomicin | calls only at 20 µM | hit rate 0.59% among 360,000;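 active = inhibition at 20 µM, scaled to each plate's controls, above about 33%, limit read from the data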
# Target sequence (O00487 whole entry, looked up): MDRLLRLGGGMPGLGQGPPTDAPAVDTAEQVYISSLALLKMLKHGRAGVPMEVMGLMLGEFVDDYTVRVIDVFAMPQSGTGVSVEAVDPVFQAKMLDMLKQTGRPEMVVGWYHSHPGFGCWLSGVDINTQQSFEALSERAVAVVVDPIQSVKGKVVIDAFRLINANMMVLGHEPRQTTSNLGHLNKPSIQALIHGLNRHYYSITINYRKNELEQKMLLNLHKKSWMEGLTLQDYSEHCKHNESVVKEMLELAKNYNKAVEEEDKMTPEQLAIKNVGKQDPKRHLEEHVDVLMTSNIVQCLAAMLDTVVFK
# LMPTP inh: LMPTP phosphatase inhibitors, primary screen, biochemical, fluorescence intensity, uHTS. AID 651560, 2012. inhibition, % at 20 µM. Low molecular weight phosphotyrosine protein phosphatase (Homo sapiens), P24666. recombinant LMPTP-A, OMFP fluorogenic substrate. hit rate 0.22% among 360,000;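 active = compounds that cut the enzyme signal by at least half of the control window in the single-dose screen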;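 note: plate controls were DMSO wells with enzyme plus substrate for no effect and substrate without enzyme for full effect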
# Target sequence (P24666 whole entry, looked up): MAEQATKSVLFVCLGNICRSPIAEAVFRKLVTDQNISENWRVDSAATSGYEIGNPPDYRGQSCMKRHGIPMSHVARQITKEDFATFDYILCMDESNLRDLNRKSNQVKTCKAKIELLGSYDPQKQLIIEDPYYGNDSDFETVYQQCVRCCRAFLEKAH
#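 Test system – LMPTP-A phosphatase enzyme · Quantity – 0.625 nM LMPTP-A final · Reagent – OMFP substrate, 400 µM final · Dosing – one test concentration per compound, 20 µM, with 3% DMSO overall · Timing – 50 min enzyme reaction at room temperature, protected from light · Detection – fluorescence intensity · Controls – substrate-only low control, DMSO enzyme-plus-substrate high control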
# SUMO1-SIM PPI: modulators of SUMO1 protein-protein interactions, primary screen, biochemical, uHTS. AID 602429, 2012. hit rate 0.33% among 360,000. SUMO1 binding to a labelled peptide, TR-FRET, 1 h. inhibition, % at 20 µM; in the data active = inhibition above about 37%
# CSN inh: inhibitors of CSN-mediated cullin deneddylation, primary screen, biochemical, fluorescence polarization, uHTS; Purified CSN, SCF-Nedd8-OG deneddylation; inhibition, % at 12.5 µM; hit rate 0.38% among 360,000; AID 651999, 2013;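 active = pattern-corrected inhibition above about 35%, with an unprinted fluorescence ratio check between 0.5 and 1.5, limit read from the data, passing the limit was not always enough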;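 note: 0% = enzyme with substrate and 100% = substrate without enzyme; some results filed as inactive read as strong as hits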
# Target sequence (Q92905 whole entry, looked up, one chain of several): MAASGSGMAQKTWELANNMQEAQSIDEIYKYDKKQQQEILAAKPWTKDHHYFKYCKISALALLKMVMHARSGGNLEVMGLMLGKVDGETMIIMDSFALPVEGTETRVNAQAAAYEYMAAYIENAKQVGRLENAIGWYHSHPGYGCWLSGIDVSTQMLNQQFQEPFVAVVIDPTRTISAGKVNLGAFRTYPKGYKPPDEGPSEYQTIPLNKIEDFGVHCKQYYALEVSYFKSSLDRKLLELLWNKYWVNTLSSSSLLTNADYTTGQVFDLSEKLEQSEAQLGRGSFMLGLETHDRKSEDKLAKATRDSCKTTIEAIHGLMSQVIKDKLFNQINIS
#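 Assay system: Purified human Csn5 enzyme expressed in HEK293T cells | Amount: Enzyme 0.24 nM | Measured by: Fluorescence polarization readout | Medium: Tris/NaCl/DTT buffer, pH 7.5 | Compound dosing: One concentration, 12.5 µM, 0.25% DMSO | Times: 90 min incubation of compound, enzyme and substrate at room temperature | Control set: no-enzyme wells high, enzyme-with-substrate wells low | Read-out: % inhibition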
# STEP inh: STEP phosphatase inhibitors, primary screen, biochemical, fluorescence intensity, uHTS | inhibition, % at 20 µM | hit rate 0.25% among 360,000 | Tyrosine-protein phosphatase non-receptor type 5 (Homo sapiens), P54829 | recombinant STEP, OMFP fluorogenic substrate;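 active = inhibition at 20 µM, scaled per plate between control wells, above about 37%, limit read from the data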;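 note: 0% = DMSO with enzyme and substrate and 100% = substrate only without enzyme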
#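 System: STEP (striatal-enriched tyrosine phosphatase) enzyme, cell-free; medium: Bis-Tris pH 6.0 buffer with DTT, detergent; dosing: 20 µM, 1% DMSO; times: reaction 20 min, ambient temperature; detection: fluorescence, 480/540 nm; read-out basis: normalized % inhibition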
# MsrA inh: bovine MsrA enzyme inhibitors, primary screen, biochemical, absorbance, HTS; inhibition, % at 15.5 µM; purified bovine MsrA, absorbance read-out; hit rate 0.75% among 360,000; Methionine sulfoxide reductase A (Bos taurus); in the data active = inhibition above about 4.5%;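 note: 0% = vehicle wells with enzyme and 100% = reference inhibitor wells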
# An asterisk follows results filed as active; i = inactive; x = no result given.
SMILES,Scp1 inh,DNMT1 block,TbMetRS inhib,NadD inh,Rpn11 inh,LMPTP inh,SUMO1-SIM PPI,CSN inh,STEP inh,MsrA inh
COc1ccc(C(=O)NCCCOC(C)C)cc1OC1CCN(C(C)=O)CC1,-7,-1,-1.0,-8,i,-0.8,0,-1,-1,-1.2
CCN(CC)c1ccc(NC(=O)CN2C(=O)NC3(CCc4ccccc43)C2=O)cc1 (configuration not stated),-10,-4,-0.2,-5,i,-0.9,-1,-3,-1,0.0
Cc1ccc(NC(=O)NC2CCCCC2)cc1S(=O)(=O)N1CCOCC1,-1,0,-0.4,-2,i,0.2,8,7,13,-0.1
O=C(COC(=O)c1cccnc1Cl)Nc1cc(S(=O)(=O)N2CCOCC2)ccc1Cl,-2,1,-0.5,0,i,-1.8,-2,-1,-2,-0.4
O=C(Nc1ccccn1)C1CCCN1S(=O)(=O)c1ccc(Cl)cc1 (configuration not stated),17,-2,-0.3,2,i,-1.1,-3,-2,4,1.2
O=C(Nc1ncccc1O)c1cccc(S(=O)(=O)NCc2ccccc2)c1,-2,-3,0.0,0,i,-0.7,-5,-6,4,0.6
Cc1cc(S(=O)(=O)NC[C@H]2O[C@@H](n3ccc(N)nc3=O)[C@H](O)[C@@H]2O)c(C)s1,x,5,0.4,-3,i,-1.8,0,3,5,0.3
CC(=O)Nc1ccc(-c2ccc(NC(C)=O)cc2)cc1,5,1,-1.2,-2,i,-1.6,-2,-4,-1,-0.5
O=C(/C=C/c1ccc[nH]1)c1ccccc1,-7,3,-0.8,-1,i,0.0,-17,16,3,1.4
COc1cccc(C(=S)N2CCOCC2)c1OS(=O)(=O)c1ccc(Cl)cc1,-5,1,0.0,-1,i,0.9,0,-1,3,-0.7
CC(C)C(=O)NC(c1ccc([N+](=O)[O-])cc1)c1c(O)ccc2ccccc12 (configuration not stated),-2,-9,0.7,-3,i,2.0,-3,4,-6,0.1
Cc1ncc([N+](=O)[O-])n1CC(=O)NC1CCCCCC1,-2,1,-0.8,-2,i,-0.4,-3,2,-3,1.4

# Full records, quoted from the list:
# O=C(COC(=O)c1cccnc1Cl)Nc1cc(S(=O)(=O)N2CCOCC2)ccc1Cl across the screens: Scp1 inh: -2; DNMT1 block: 1; TbMetRS inhib: -0.5; NadD inh: 0; Rpn11 inh: i; LMPTP inh: -1.8; SUMO1-SIM PPI: -2; CSN inh: -1; STEP inh: -2; MsrA inh: -0.4
# CCN(CC)c1ccc(NC(=O)CN2C(=O)NC3(CCc4ccccc43)C2=O)cc1 (configuration not stated) across the screens: Scp1 inh: -10; DNMT1 block: -4; TbMetRS inhib: -0.2; NadD inh: -5; Rpn11 inh: i; LMPTP inh: -0.9; SUMO1-SIM PPI: -1; CSN inh: -3; STEP inh: -1; MsrA inh: 0.0

# (next part)
SMILES,Scp1 inh,DNMT1 block,TbMetRS inhib,NadD inh,Rpn11 inh,LMPTP inh,SUMO1-SIM PPI,CSN inh,STEP inh,MsrA inh
COc1ccccc1CNC(=O)CSc1nc(-c2ccccc2)cn1N,-1,-1,-0.8,-5,i,-0.2,-1,0,2,0.6
COc1ccc([N+](=O)[O-])cc1NC(=O)COC(=O)C12CC3CC(CC(O)(C3)C1)C2,x,2,-0.4,-4,i,1.4,-20,-1,-4,1.9
COc1ccccc1-c1noc(-c2cc(OC)c(OC)c(OC)c2)n1,-11,-1,-0.2,-11,i,-0.2,3,-3,2,-0.9
O=C(c1nnsc1S(=O)(=O)c1ccc(Cl)cc1)N1CCOCC1,1,5,-0.3,10,i,0.0,-1,-12,2,2.6
Cc1ccccc1CSCC(=O)Nc1ccccc1-c1ccccc1,-14,9,0.5,-3,i,2.2,-5,2,3,0.1
S=C(c1ccc(Br)cc1)N1CCCC1,-12,-1,-0.7,1,i,-1.2,2,5,1,0.2
Cn1c(-c2ccc(F)c(F)c2)cc2onc(-c3ccccc3)c2c1=O,-8,6,-0.4,-5,i,2.2,6,0,1,0.7
COc1ccc(Cl)cc1S(=O)(=O)N(C)CC(=O)N1CCOCC1,8,3,-0.8,-3,i,-1.1,-2,1,-4,1.5
CCn1c(-c2cc(Br)cc(OC)c2O)nc2cc(S(=O)(=O)N(C)C)ccc21,-10,-4,-0.6,14,i,0.9,35,0,1,-0.7
Cc1ccc(N=Nc2c(N)nn3c(N)c(C#N)c(C)nc23)cc1,3,79*,-0.8,10,x,9.0,-24,16,12,-0.8
CC(=O)c1cccc(NC(=O)NCc2ccco2)c1,-7,-10,0.2,8,i,-1.5,6,-5,2,0.2
Cc1sc2nc(SCC(=O)Nc3ccccc3F)[nH]c(=O)c2c1C,-4,5,0.2,7,i,-0.3,-8,-3,5,-0.7

# Some of the entries so far, as tab-separated lines:
Molecule	Scp1 inh	DNMT1 block	TbMetRS inhib	NadD inh	Rpn11 inh	LMPTP inh	SUMO1-SIM PPI	CSN inh	STEP inh	MsrA inh
Cc1ccccc1CSCC(=O)Nc1ccccc1-c1ccccc1	-14	9	0.5	-3	i	2.2	-5	2	3	0.1
S=C(c1ccc(Br)cc1)N1CCCC1	-12	-1	-0.7	1	i	-1.2	2	5	1	0.2

# (continued)
SMILES,Scp1 inh,DNMT1 block,TbMetRS inhib,NadD inh,Rpn11 inh,LMPTP inh,SUMO1-SIM PPI,CSN inh,STEP inh,MsrA inh
CN1CCN(CC(=O)Nc2nc(-c3c[nH]c4ccccc34)cs2)CC1,-10,-10,-0.1,4,i,-2.2,-34,0,-1,0.4
Cn1ncc([N+](=O)[O-])c1C(=O)Nc1cccc(Cl)c1,-6,-1,-0.2,0,i,-0.6,-6,-3,-2,0.9
COc1cccc(Cn2c(=O)ccc3ccccc32)c1,-1,0,-0.6,-6,i,-0.8,-3,-3,1,0.5
O=C(OCc1nnc(-c2ccccc2)o1)c1ccc(Br)o1,-5,-5,-0.4,-1,i,-0.1,2,1,1,-1.0
CCOCCCNC(=O)c1ccc2c(=O)n(Cc3ccc4c(c3)OCO4)c(=S)[nH]c2c1,-9,-1,0.0,-6,i,-0.3,-1,-5,1,0.9
CC1=C(C#N)C(=O)NC(=O)/C1=C\c1ccc(-c2ccc(C)cc2[N+](=O)[O-])o1,19,4,0.4,4,i,2.4,12,-2,1,9.2*
COc1cccc2cc(/C(=N/O)c3ccccc3)oc12,-5,2,-1.3,-5,i,0.3,-9,4,0,-0.2
O=C1CNC(=O)/C1=C\N1CCCCC1,-6,-2,0.2,0,i,-0.5,-4,1,0,-0.1
Cc1noc(C)c1COc1ccc(C(=O)OCC(=O)Nc2c(C)n(C)n(-c3ccccc3)c2=O)cc1,0,-1,-1.1,1,i,-2.0,-3,-2,-3,1.2
CCOC(=O)c1cc(C)nnc1C(=O)OCC,x,4,-0.2,1,i,-1.0,2,2,4,-0.4
CCCCCCCC[n+]1cccc(C(=O)N2c3c(nc(N)[nH]c3=O)NC(C)C2C)c1 (configuration not stated),35,-1,14*,5,i,-2.5,15,-1,-1,2.3
CCOC(=O)CC(=O)CSc1ncnc2c1nnn2-c1ccc(F)cc1,-5,0,-1.0,-4,i,-0.5,-4,1,-2,0.1
O=C(NCc1ccncc1)C(=O)NCc1ccco1,7,2,0.8,2,i,-1.3,1,-6,2,0.3
CCN1CCCC1CNC(=O)c1cc(S(=O)(=O)N(C)C)ccc1Cl (configuration not stated),-7,1,0.6,-4,i,-0.6,-4,5,1,-0.3
Cc1cc(C(=O)N2CCC2(C)C(=O)NCCC#N)nn1C (configuration not stated),x,1,-0.1,-2,i,-2.3,-1,1,-2,-0.2
CCCn1c(SCC(=O)Nc2cc(S(=O)(=O)N3CCOCC3)ccc2OC)n[nH]c1=O,-2,4,-0.1,-1,i,-0.9,0,5,17,0.6
O=S(=O)(c1ccccc1)c1nnn2c1nc(NC1CCN(Cc3ccccc3)CC1)c1ccccc12,0,-1,-0.5,26,i,66*,-66,-1,7,0.6
O=C(NNS(=O)(=O)c1cc(Cl)cc(Cl)c1)c1sccc1-n1cccc1,-4,3,0.5,3,i,-0.6,6,3,2,-0.8
COc1ccc(N=Nc2ccc(O)c3ncccc23)cc1,-7,71*,-0.7,40*,i,7.4,51*,4,2,1.6
O=C(CNC(=O)c1ccc(-c2ccccc2)cc1)Nc1cccc(CO)c1,-4,-11,-0.2,-3,i,-0.7,4,7,1,-1.0
O=C1C2C3c4ccccc4C(c4ccccc43)C2C(=O)N1Cc1ccco1 (configuration not stated),-7,0,-1.0,-6,i,0.2,2,0,4,-0.3
COCc1cc(=O)[nH]c(/N=C(\N)Nc2ccc(Oc3ccccc3)cc2)n1,0,-3,-0.2,0,i,1.2,8,3,-4,-0.6
Cc1ccc(C)n1-c1nccc(-c2ccco2)n1,-2,-3,-0.5,3,i,-0.3,-2,1,-1,-0.6
CC1CC1C(=O)OCC(=O)Nc1cccc([N+](=O)[O-])c1 (configuration not stated),-9,-1,0.9,-7,i,-0.3,-10,12,-1,0.4
CCC(c1ccc(O)c(O)c1)C(CC)c1ccc(O)c(O)c1 (configuration not stated),-12,-15,-0.1,-3,i,4.9,5,2,3,x
CCOC(=O)C1CCN(C(=O)C2CCN(S(=O)(=O)c3ccc4c(c3)CC(C)N4C(C)=O)CC2)CC1 (configuration not stated),3,0,-0.7,-2,i,-2.5,4,-1,-1,0.8
